TRPV1 ag = activates the human vanilloid receptor TRPV1. TRPV1-expressing cells, Fluo-8 calcium influx, agonist mode. activation, % at 8.33 µM. hit rate 0.19% among 320,000; in the data active = activation above about 80%; inconclusive = between about 30% and that limit; also: 0% is about no effect
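Fluo-8 calcium influx in TRPV1-expressing cells, kinetic read (ex 480/em 520 nm). Compound added and read 3 min for agonist activity, followed by capsaicin at EC20 final and 2 min further read for enhancement.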
TCR activator = activates T cell receptor signaling. primary human leukocytes, anti-CD3, IL-2 HTRF, 48 h. Potency, µM (highest dose often 9.22 µM), for inactives: top-dose activation of IL-2 secretion, usual class: activators. 330,000 tested, under 10 active; also: % of control where 0% means no effect
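Human primary leukocytes + a-CD3 beads + cpd, 48 hr; IL-2 in supernatant by HTRF (ex 320nm / em 665nm). No co-stimulatory signal supplied.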
KCNH2 WT inh = blocks the wildtype human KCNH2 potassium channel; Q12809; U2OS, BacMam KCNH2, thallium flux FluxOr; active compounds read low; activity change, % at 1.84 µM; hit rate 0.37% among 340,000; AID 720551;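 active = maximum activity change below -70%; inconclusive = maximum activity change between -70% and -50%; inactive = maximum activity change above -50%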; also: % is scaled to controls: 0 for no effect and ±100 for the full control effect
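U2OS cells were transduced with wild-type KCNH2 virus (2.03 x 10^8 / mL) for 4 h at room temperature, then cultured overnight at 37 C. Thallium flux was read with FluxOr dye. Rate constants were normalized to DMSO controls.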
USP2a block = blocks human ubiquitin-specific protease USP2a; USP2 core, Ub-CHOP2 coupled fluorogenic reporter, 485/531; O75604; AID 463254; hit rate 0.01% among 330,000; Potency, µM (highest dose often 38.3 µM), for inactives: at the top dose activity change, negative = inhibition, usual class: inhibitors;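 also: potency is read from the fitted curve at half-maximal effect; plate controls were DMSO wells for no effect and full inhibition by NEM control for full effect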
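Deubiquitinase activity read as fluorescence (485/531 nm) after Ub-CHOP2 cleavage activates the enterokinase reporter on its substrate; USP2 core 10nM, Ub-CHOP2 and substrate 25nM each, 30min compound preincubation then 60min RT; data normalized to NEM, curves fitted.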
KCNH2 3.1 block = inhibitors of human KCNH2 3.1 potassium channel isoform; AID 720553; U2OS KCNH2 3.1, thallium flux FluxOr; active compounds read low; activity change, % (tested at about 1.8 µM); hit rate 0.95% among 340,000;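 active = maximum activity change below -70%; inconclusive = maximum activity change from -70% to -50%; inactive = maximum activity change above -50%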;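 also: thallium influx rate constant from kinetic fluorescence after stimulation buffer; % is scaled to controls: 0 for no effect and ±100 for the full control effect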
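Channel expression came from 3.1 mutant virus (1.77 x 10^8 /mL) applied to suspended U2OS cells for 4 h. Flux was tracked with FluxOr dye plus Red40 quencher, and kinetic rate constants normalized to controls.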
AT treatment = potential ataxia-telangiectasia treatments restoring KAP-1 phosphorylation; AID 485349; […] A-T fibroblasts, KAP-1 phosphorylation AlphaLISA; neocarzinostatin DNA damage 30 min before lysis; hit rate 0.19% among 320,000; Potency, µM (highest dose often 57.5 µM), for inactives: at the highest dose activation, actives largely listed as activators; also: potency is read from the fitted curve at half-maximal effect; % of control where 0% means no effect; nearly all actives have a fitted effect of over 45% in size
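hTERT-immortalized A-T patient fibroblasts ([…]), 500 cells/well in OPTI-MEM, 1% FBS, got compounds for 60 min, then NCS for 30 min at 37C. Lysates were then assayed for phospho-KAP-1 by AlphaLISA (anti-pKAP1 donor, anti-KAP1 acceptor beads), 6 hr at 25C.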
ELG1 DNA repair = ELG1-dependent DNA repair inhibition. HEK293T ELG1-luciferase reporter, luminescence, 16 h; DNA damage induced by 5-fluorouridine. Potency, µM (highest dose often 46.1 µM), without a hit: at the top dose activity change, negative = inhibition, most hits filed as inhibitors. hit rate 2.3% among 330,000; also: potency is read from the fitted curve at half-maximal effect; % is scaled to controls: 0 for no effect and ±100 for the full control effect; nearly all actives have a fitted effect of over 55% in size
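Cells (2,000 per well) received 5-fluorouridine plus test compound or DMSO and were incubated 16 hr at 37 °C, 5% CO2. Luciferase activity was read by luminescence 30 min after ONE-Glo addition; signal suppression marked inhibition of damage-induced ELG1 function.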
TSHR antag = antagonists of human thyroid stimulating hormone receptor. hit rate 0.2% among 330,000. activity change, negative = inhibition, % at 11.5 µM. TSHR-expressing cells, TSH-stimulated cAMP HTRF, 2 h; active compounds read low;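 active = activity change below a set negative limit, meaning inhibition stronger than a set level, cut at about -70% in these data; inconclusive = activity change between two set negative limits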; also: % is scaled to controls: 0 for no effect and ±100 for the full control effect
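Read-out is FRET at 665 nm (cryptate excitation 337 nm) from a cryptate-tagged anti-cAMP antibody, competed by cell cAMP against cAMP-d2. Compounds are tested on freshly harvested TSHR cells challenged with 4nM TSH (EC80) for 2 hours at 37 deg C.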
Eya2 phos inh = Eya2 (human) phosphatase inhibition; recombinant Eya2, OMFP fluorescence dephosphorylation (OMFP is methylfluorescein phosphate); hit rate 0.006% among 330,000; O00167; Potency, µM (top dose mostly 76.9 µM), without a hit: top-dose activity, negative = inhibition, most hits filed as inhibitors; also: potency is read from the fitted curve at half-maximal effect; % is scaled to controls: 0 for no effect and ±100 for the full control effect
Target sequence (O00167 whole entry, looked up): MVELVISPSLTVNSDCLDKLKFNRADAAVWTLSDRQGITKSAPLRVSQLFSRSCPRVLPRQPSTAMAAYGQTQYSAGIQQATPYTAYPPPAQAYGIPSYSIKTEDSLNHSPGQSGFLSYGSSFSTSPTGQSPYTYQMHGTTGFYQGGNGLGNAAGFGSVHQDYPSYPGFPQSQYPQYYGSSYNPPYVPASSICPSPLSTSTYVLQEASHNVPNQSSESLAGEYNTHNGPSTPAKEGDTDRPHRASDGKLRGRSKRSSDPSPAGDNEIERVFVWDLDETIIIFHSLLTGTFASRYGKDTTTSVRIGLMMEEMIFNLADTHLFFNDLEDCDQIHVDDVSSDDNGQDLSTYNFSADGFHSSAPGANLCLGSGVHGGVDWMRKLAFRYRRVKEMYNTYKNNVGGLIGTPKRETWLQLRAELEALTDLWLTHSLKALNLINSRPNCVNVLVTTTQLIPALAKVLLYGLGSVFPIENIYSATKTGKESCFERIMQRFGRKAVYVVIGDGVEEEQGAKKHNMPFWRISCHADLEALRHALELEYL
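Eya2 protein (added as 0.2 uM solution) was preincubated with compound for 10 min at ambient temperature in 50 mM HEPES pH 7.5, 50 mM NaCl, 5 uM MgCl2, 0.05% BSA, 1 mM DTT. OMFP (added at 50 uM) then reacted 10 min; fluorescence read at 485/525 nm.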
Mito fusion act = inhibitors of mitochondrial division or activators of mitochondrial fusion; S. cerevisiae fusion-defective mutant growth rescue, CellTiterGlo 48 h; Potency, µM (titrated, usually from 46.1 µM), for inactives: at the top dose growth rescue (activation), most hits filed as activators; hit rate 0.23% among 320,000;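 also: potency is read from the fitted curve at half-maximal effect; % of control where 0% means no effect; nearly all actives have a fitted effect of over 45% in size; temperature-sensitive fusion mutants such as fzo1-1 at 37 °C on non-fermentable ethanol glycerol medium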
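Temperature-sensitive fusion-defective S. cerevisiae (e.g. fzo1-1, mgm1-5) were grown with compound in YPEG medium (3% ethanol, 3% glycerol) for 48 hours at 37C. Growth rescue was measured as viability by CellTiterGlo luminescence after 10 minutes at ambient.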
Numbers without * were called inactive; i = inactive; u = inconclusive; x = no result given; & = joins results of further samples; [ ] = dose if it differs, or a comment. Unless noted, calls follow the shape of the dose curve; as a rule, active = well fitted curve in the direction sought with a large enough effect; inconclusive = small, poorly fitted or top-dose-only effect, or another doubt; inactive = no such curve, though single readings can be large; an effect the other way counts as inactive or inconclusive. The list is partial; count on the stated rates, not on these rows.

The first nine compounds, ahead of the listing:
SMILES	TRPV1 ag	TCR activator	KCNH2 WT inh	USP2a block	KCNH2 3.1 block	AT treatment	ELG1 DNA repair	TSHR antag	Eya2 phos inh	Mito fusion act
COc1ccc2nc(Cl)c(C#N)cc2c1	-2	x	-10	-2%	-10	3%	-1%	0	3%	-1%
COc1cccc(-c2noc(-c3cccnc3)n2)c1	6	5%	3	4%	15	0%	u	-6	5%	0%
COc1ccc(NC(=O)c2cccc(OS(=O)(=O)N(C)C)c2)cc1	1	-3%	i	1%	15	7%	u	20	7%	0%
CCOc1ccccc1CNn1nnnc1N	-1	1%[46.1 µM]	2	4%	-20	-2%	-1%	-15	8%	0%
CCOc1ccc(NC(=O)c2ccc(C#CC(C)(C)O)cc2)cc1	3	-6%	-3	1%	-4	2%	-6%	10	-41%	-4%
CCOC(=O)C1CCCN(C(=O)c2cc(S(=O)(=O)N3CCCCC3)ccc2Cl)C1 (stereo not drawn)	u	x	-3	2%	9	7%	-1%	-5	-6%	4%
CC(Oc1cccc2ccccc12)C(=O)N/N=C/c1cccnc1 (stereo not drawn)	-5	-2%	0	3%	2	-4%	u	21	-5%	5%
Cc1ccc(S(=O)(=O)N(C)C)cc1NC(=O)/C=C/c1cccs1	0	1%[46.1 µM]	-1	-1%	-14	0%	2%	-2	4%	-2%
Cc1ccc(OCCN(C)C)c([N+](=O)[O-])c1	2	-1%[46.1 µM]	5	-3%	-2	2%	3%	-6	0%	-2%

The list itself (from the top)
SMILES	TRPV1 ag	TCR activator	KCNH2 WT inh	USP2a block	KCNH2 3.1 block	AT treatment	ELG1 DNA repair	TSHR antag	Eya2 phos inh	Mito fusion act
COc1ccc2nc(Cl)c(C#N)cc2c1	-2	x	-10	-2%	-10	3%	-1%	0	3%	-1%
COc1cccc(-c2noc(-c3cccnc3)n2)c1	6	5%	3	4%	15	0%	u	-6	5%	0%
COc1ccc(NC(=O)c2cccc(OS(=O)(=O)N(C)C)c2)cc1	1	-3%	i	1%	15	7%	u	20	7%	0%
CCOc1ccccc1CNn1nnnc1N	-1	1%[46.1 µM]	2	4%	-20	-2%	-1%	-15	8%	0%
CCOc1ccc(NC(=O)c2ccc(C#CC(C)(C)O)cc2)cc1	3	-6%	-3	1%	-4	2%	-6%	10	-41%	-4%
CCOC(=O)C1CCCN(C(=O)c2cc(S(=O)(=O)N3CCCCC3)ccc2Cl)C1 (stereo not drawn)	u	x	-3	2%	9	7%	-1%	-5	-6%	4%
CC(Oc1cccc2ccccc12)C(=O)N/N=C/c1cccnc1 (stereo not drawn)	-5	-2%	0	3%	2	-4%	u	21	-5%	5%
Cc1ccc(S(=O)(=O)N(C)C)cc1NC(=O)/C=C/c1cccs1	0	1%[46.1 µM]	-1	-1%	-14	0%	2%	-2	4%	-2%
Cc1ccc(OCCN(C)C)c([N+](=O)[O-])c1	2	-1%[46.1 µM]	5	-3%	-2	2%	3%	-6	0%	-2%
O=C(COC(=O)c1ncc(Cl)c(Cl)c1Cl)NCc1ccccc1	19	-2%	-13	-2%	3	-9%	-2%	-1	5%	-2%
Cc1cc(=O)[nH]c(SCC(=O)NCc2ccc3c(c2)OCO3)n1	-1	4%	3	0%	2	8%	-5%	-3	-1%	-5%
CC(C)OC(=O)/C(=C\c1ccccc1)NC(=O)c1ccccc1	10	3%	-3	1%	0	3%	-7%	5	-6%	1%
Cc1cccc(OCC(=O)NCc2ccncc2)c1C	-3	3%	1	-1%	1	5%	4%	-5	-16%	1%
NC(=O)Cn1cc(/C=N\NS(=O)(=O)c2cccc([N+](=O)[O-])c2)c2ccccc21	6	1%	4	-1%	x	13%	15%	-2	13%	4%
O=C(C1=C(O)C(=O)N(CC2CCCO2)C1c1ccccc1[N+](=O)[O-])c1ccco1 (stereo not drawn)	-1	-3%	6	3%	-3	0%	u	-10	16%	5%
O=C(CNC(=O)c1ccc(-c2ccccc2)cc1)OCc1ccc(Br)cc1	-4	-3%[46.1 µM]	-8	3%	-15	16%	u	-22	2%	-4%
CCCCn1c2nc3ccccc3nc2c2c(=N)oc(C)nc21	-5	-4%	-11	3%	1	7%	u	-6	6%	0%
S=C(NCCCN1CCOCC1)Nc1ccc(N2CCOCC2)cc1	1	-7%	1	-1%	2	0%	12%	5	12%	-2%
CC(=O)Nc1cccc(NC(=O)Cc2nc(-c3ccccc3)sc2-c2ccc(C)cc2)c1	6	6%[46.1 µM]	-5	1%	-9	6%	-2%	-7	-4%	25%
COc1ccccc1-n1cnc2c(c1=O)c1nc3ccccc3nc1n2CCc1ccccc1	0	1%	-6	2%	-5	2%	u	3	-10%	-6%
O=C(O)CCN1C(=O)c2ccc(NC(=O)Cc3ccc(Cl)cc3)cc2C1=O	-1	-2%	-13	-1%	-7	-8%	1%	0	-10%	4%
Cc1c(C)n(CC(O)CN2CCCCC2)c2ccccc12 (stereo not drawn)	7	0%	0	-8%	3	-7%	3%	-12	-1%	-3%
c1ccc(-c2csc3ncn4cnnc4c23)cc1	-5	-3%	-9	2%	15	u	6%	-5	-3%	-1%
CN(Cc1ccc(Cl)cc1Cl)C(=O)CNC(=O)c1ccco1	2	6%	8	2%	3	15%	-2%	-9	2%	0%
Cn1cc(S(=O)(=O)NCc2ccco2)c(=O)n(C)c1=O	1	4%	1	4%	17	-1%	3%	-1	2%	0%
c1ccc(N=C(c2cccs2)N2CCOCC2)cc1	1	-3%[46.1 µM]	-3	1%	-2	x	2%	7	3%	-3%
O=C(COC(=O)c1ccc(NC(=O)C2CC=CCC2C(=O)O)cc1)c1ccccc1 (stereo not drawn)	-8	5%	1	2%	-2	0%	-8%	-6	-14%	-11%
Cc1c(C(=O)OCC(C)C)[nH]c2c1C(=O)CC(c1cccs1)C2 (stereo not drawn)	u	-2%	1	0%	1	-7%	-2%	-6	-7%	0%
COc1ccc(-c2nonc2NC(=O)c2oc3ccc(F)cc3c2C)cc1OC	0	0%	-12	2%	-9	2%	2%	20	-2%	0%
COc1cc(/C=C/C(=O)OCN2C(=O)c3ccccc3C2=O)ccc1OC(F)F	2	4%	19	2%	x	7%	2%	14	1%	-2%
C/C=C/c1ccc(OCCOc2ccc(C=O)cc2OC)c(OC)c1	2	-4%[46.1 µM]	-5	-1%	-10	9%	4%	19	1%	-1%
CC1CNc2c(cccc2S(=O)(=O)N[C@@H](CCCN=C(N)N)C(=O)N2CC[C@@H](C)C[C@@H]2C(=O)O)C1 (stereo partly drawn)	1	x	x	2%	x	x	x	-4	-3%	1%
Cn1c(SCC(=O)NCc2cccs2)nnc1-c1ccco1	1	1%	6	-1%	-6	-1%	0%	-7	2%	-3%
CCCNc1nc2c(c(=O)[nH]c(=O)n2C)n1Cc1ccc(F)cc1	-2	2%	-14	1%	4	3%	29%	4	-23%	-1%
COc1ccc(Br)cc1S(=O)(=O)N(CC(=O)N1CCN(C)CC1)c1ccccc1	5	-4%	-2	0%	-1	0%	-2%	-2	0%	-1%
Cc1nc2c(C(=O)NCc3ccc4c(c3)OCO4)c[nH]n2c(=O)c1Cc1ccccc1F	4	-14%	-5	-10%	-31	-4%	u	-6	0%	0%
CC(C)c1nc(SCC(=O)Nc2ccc3c(c2)OCCO3)n[nH]1	4	6%	-1	0%	12	-4%	u	10	-15%	0%
Cc1ccc(C(=O)NCC(=O)OCC(=O)Nc2ccc(Cl)cc2C(F)(F)F)cc1C	-1	-5%[46.1 µM]	32	0%	15	3%	10%	-1	-3%	-2%
C/C(=N\Nc1nc2ccccc2[nH]1)c1ccc([N+](=O)[O-])cc1	4	3%	55	0%	u	14%	10%	-2	-8%	-12%
Cc1ccc(NC(=O)/C(=C\c2cccnc2)NC(=O)c2ccccc2)cc1	2	4%	30	-1%	10	6%	1%	-6	-1%	-2%
CCC(C)(C)C(=O)Nc1cccc(Cl)c1C	-3	6%	-2	0%	-3	-3%	6%	1	0%	0%
Cc1nn(CC(C)C)c(Cl)c1C(=O)N(c1ccc(Cl)cc1F)S(C)(=O)=O	11	-2%	-1	1%	-6	-6%	-10%	-4	-2%	-7%
CCN(CC)c1ccc(SS(=O)(=O)O)cc1	1&3	7%&-3%	13&-8	1%&1%	-6&4	-1%	u	10&3	u	4%&1%
